# HP1b binding inh – inhibitors of HP1-beta chromodomain binding to methylated histone tails; P83916; AlphaScreen HP1-beta / biotin-H3K9me3 peptide binding; Potency, µM (doses to about 114 µM), for the others: top-dose activity change, negative = inhibition, hits mostly inhibitors; 0.56% of 390,000 active; note: potency is the fitted concentration of half-maximal effect; nearly all actives have a fitted effect of over 70% in size; inactives centre near 23
# Target sequence (P83916 whole entry, looked up): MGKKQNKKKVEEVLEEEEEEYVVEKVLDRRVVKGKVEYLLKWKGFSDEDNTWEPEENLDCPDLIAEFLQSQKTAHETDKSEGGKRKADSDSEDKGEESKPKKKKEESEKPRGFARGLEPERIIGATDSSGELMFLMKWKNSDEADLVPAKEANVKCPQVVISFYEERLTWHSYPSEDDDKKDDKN
#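 Compound inhibition of the preformed complex between 50 nM HP1-beta and 50 nM biotinylated H3K9me3 peptide was read by AlphaScreen. Buffer was PBS pH 7.4 with 0.01% Tween-20. Incubations ran 30 min at room temperature, with 10 ug/mL donor/acceptor beads.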
# PI4K2A inh – PI4K2A (human) kinase inhibition. Q9BTU6. purified PI4K2A, ADP-Glo luminescence, 1 h; active compounds read low. activity change, negative = inhibition, % at 76.9 µM. 0.13% of 420,000 active. AID 1346378; in the data active = activity change below about -50%; inconclusive = mostly about -30% to -49%;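 note: -100% = wells without enzyme as full effect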
# Target sequence (Q9BTU6 whole entry, looked up): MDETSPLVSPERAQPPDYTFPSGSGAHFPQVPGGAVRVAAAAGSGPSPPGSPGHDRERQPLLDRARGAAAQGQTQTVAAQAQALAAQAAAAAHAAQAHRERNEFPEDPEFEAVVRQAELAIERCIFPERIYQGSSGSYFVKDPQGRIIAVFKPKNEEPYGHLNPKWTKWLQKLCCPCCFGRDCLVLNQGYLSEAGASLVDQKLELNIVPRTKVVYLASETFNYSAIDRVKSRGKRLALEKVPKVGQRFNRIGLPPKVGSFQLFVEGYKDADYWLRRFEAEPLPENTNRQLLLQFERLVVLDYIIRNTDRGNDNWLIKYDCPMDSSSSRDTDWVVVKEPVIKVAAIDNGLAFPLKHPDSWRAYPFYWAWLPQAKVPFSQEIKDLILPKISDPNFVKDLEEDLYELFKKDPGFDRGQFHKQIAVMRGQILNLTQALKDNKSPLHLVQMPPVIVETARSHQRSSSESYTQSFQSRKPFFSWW
#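 ADP-Glo luminescence measured ADP generated by PI4K2A enzyme (4 ug/mL before mixing) with 1.2 mM PI substrate (pre-mix) and 300 microM ATP (pre-mix). Tris pH7.5 buffer with MgCl2, Triton X-100; 1 h reaction at ambient temperature.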
# Pin1 inhibitor – human Pin1 inhibition; Q13526; Pin1 FP peptide displacement, HiFluor488, 10 min; Potency, µM (titrated, usually from 115 µM), for the others: at the highest dose activity, negative = inhibition, usual class: inhibitors; 0.009% of 390,000 active; active = well fitted inhibition curve with a large enough effect in the polarisation, with a control signal flat, not every such curve was filed as active; inconclusive = small, poorly fitted or top-dose-only effect, or effect the other way, or a change in a side signal; inactive = no such curve, though single readings can be large or run the other way; the % refers to the polarisation; note: potency is the fitted concentration of half-maximal effect; % is set by controls: 0 for no effect and ±100 for the full control effect
# GLS inh – glutaminase GLS (human) inhibition | Potency, µM (top dose mostly 45.5 µM), inactives show at the top dose activity change, negative = inhibition, usual class: inhibitors | O94925 | 0.21% of 410,000 active | GLS enzymatic activity, qHTS titration; note: potency is the fitted concentration of half-maximal effect; % is set by controls: 0 for no effect and ±100 for the full control effect
#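 hKGA; 45 mM KH2PO4 pH 8.2 + 0.02% Tween-20; cpd via pin tool; 1 mM Gln soln; GluOx/HRP/Amplex Red; RT 30 min; fluor. t0 & final.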
# ERG Ets-DNA blk – inhibitors of human ERG Ets domain-DNA interaction. fluorescence polarization, His-ERG Ets domain / labelled DNA. 0.028% of 370,000 active. AID 624246. P11308. Potency, µM (top dose mostly 76.9 µM), without a hit: at the top dose FP activity, negative = inhibition, hits mostly inhibitors; active = well fitted inhibition curve with a large enough effect in the polarisation, with a control signal flat; inconclusive = small, poorly fitted or top-dose-only effect, or effect the other way, or a change in a side signal; inactive = no such curve, though single readings can be large or run the other way; the % refers to the polarisation;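 note: polarization taken with two DNA probes labelled with fluorescein and Texas red; potency is the fitted concentration of half-maximal effect; % of control where 0% means no effect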
#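 His-tagged ERG Ets domain (1 uM in the protein solution; 300mM KCl, 50mM Tris-HCl, 1mM EDTA, 1mM DTT, pH 7.5) received compound, then a probe mix of 5 nM fluorescein-DNA and 100nM Texas-615-DNA. Fluorescence polarization was read for both dyes.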
# G9a block – G9a (human) methyltransferase inhibition; Q96KQ7; G9a H3K9 monomethylation, AlphaScreen, 2 h; Potency, µM (series often up to 102 µM), for inactives: top-dose activity, negative = inhibition, usual class: inhibitors; 8.8% of 350,000 active; AID 504332; note: potency is the fitted concentration of half-maximal effect; % is set by controls: 0 for no effect and ±100 for the full control effect; nearly all actives have a fitted effect of over 75% in size
# Target sequence (Q96KQ7 913-1193 limits assumed): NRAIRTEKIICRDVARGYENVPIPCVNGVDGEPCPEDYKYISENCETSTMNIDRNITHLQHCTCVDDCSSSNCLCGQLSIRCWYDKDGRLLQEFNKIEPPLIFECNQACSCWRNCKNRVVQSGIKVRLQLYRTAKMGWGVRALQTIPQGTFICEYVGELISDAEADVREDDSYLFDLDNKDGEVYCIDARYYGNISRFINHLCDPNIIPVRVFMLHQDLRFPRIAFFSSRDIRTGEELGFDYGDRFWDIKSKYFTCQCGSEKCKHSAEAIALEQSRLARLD
#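 G9a (20 nM) was preincubated 15 min with compound, then reacted 2 h at room temperature with 500 nM biotin-H3K9 peptide and 20 µM SAM. Monomethyl-H3K9 detected by AlphaScreen using anti-H3K9me1 antibody.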
# JMJD2A Tudor inh – JMJD2A Tudor domain (human) inhibition. Potency, µM (highest dose often 114 µM), for inactives: top-dose activity change, negative = inhibition, hits mostly inhibitors. 4.4% of 390,000 active. AlphaScreen JMJD2A-Tudor / H3K4me3 peptide binding; note: potency is the fitted concentration of half-maximal effect; % is set by controls: 0 for no effect and ±100 for the full control effect; nearly all actives have a fitted effect of over 50% in size
# Tb PGK inh – blocks T. brucei phosphoglycerate kinase; P07378; PGK/GAPDH coupled, Kinase-Glo luminescence, 60 min; Potency, µM (top dose mostly 57.5 µM), inactives show top-dose activity change, negative = inhibition, usual class: inhibitors; 0.043% of 380,000 active; note: potency is the fitted concentration of half-maximal effect; % is set by controls: 0 for no effect and ±100 for the full control effect; nearly all actives have a fitted effect of over 60% in size
#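 Recombinant glycosomal PGK reaction used 1,3-bisphosphoglycerate generated in-well by GAPDH (100nM final) in 100mM TEA pH 7.6, 5mM MgCl2, 0.01% Tween-20. After 60 minutes at room temperature, ATP was read by Kinase-Glo Plus luminescence end-point.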
# BAZ2B inh – blocks human BAZ2B; Q9UIF8; AlphaScreen BAZ2B-H3K14Ac peptide displacement; Potency, µM (top dose mostly 114 µM), for inactives: at the top dose activity change, negative = inhibition, usual class: inhibitors; 4.4% of 360,000 active; note: potency is the fitted concentration of half-maximal effect; % is set by controls: 0 for no effect and ±100 for the full control effect; nearly all actives have a fitted effect of over 60% in size
#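 Multi-concentration screen (max 110 uM) measuring displacement of acetylated histone H3 peptide from BAZ2B by AlphaScreen, using 50 nM protein, 50 nM peptide and 10 ug/mL streptavidin donor plus Ni-chelate acceptor beads.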
# Numbers without * were called inactive; i = inactive; u = inconclusive; x = not tested or not shown; [ ] = another dose, or the depositor's remark. Unless noted, calls come from the whole dose curve; as a rule, active = well fitted curve in the direction sought with a large enough effect; inconclusive = small, poorly fitted or top-dose-only effect, or another doubt; inactive = no such curve, though single readings can be large; an effect the other way counts as inactive or inconclusive.
Compound	GLS inh	Tb PGK inh	ERG Ets-DNA blk	G9a block	Pin1 inhibitor	PI4K2A inh	BAZ2B inh	HP1b binding inh	JMJD2A Tudor inh
O=C(Nc1sc(-c2ccccc2)cc1C(=O)O)c1ccccc1	u	-11%	9%	24%[59 µM]	-5%	-1	5%	74%[activator]	-1%[11.4 µM]
Cc1cccc(N(CC(=O)NC2CCCCC2)C(=O)c2csnn2)c1	2%	0%	-2%	15%	-4%	5	-10%	3%	-20%
COC(=O)CCC(=O)Nc1nccs1	-3%	2%	-7%	-27%	-13%	-3	-3%	u	-13%
Cc1c(NC(=O)c2cccs2)cccc1NC(=O)c1cccs1	14%	8%	-9%	x	1%	1	-3%	21%	-2%
COc1ccccc1-n1c(SCC(=O)Nc2nnc(C)s2)nc2c(c1=O)SCC2	3%	7%	0%	u	2%	4	-19%	15%	-17%
Cc1ccc(CNC(=O)c2nn(C)c3c2CSc2ccc(C)cc2-3)cc1	6%	i	4%	-10%[12.7 µM]	8%	-2	-9%	22%	-2%
COc1ccc(CC(=O)Nc2sc3c(c2C(=O)Nc2ccc(C)cc2)CCCCC3)cc1	-14%	-10%	0%	10µM*	9%	-14	56µM*	5%	56µM*
COC(=O)c1cc(NC(=O)CCc2c(C)nc3nc(C)nn3c2C)cc(C(=O)OC)c1	0%	-3%	-3%	11%[59 µM]	-7%	3	-8%	40%[activator]	6%
Fc1ccc(C2c3cccn3CCN2C(=S)Nc2cccc(F)c2)cc1 (stereo not drawn)	-14%	i	-2%	-46%	9%	1	u	-11%	-23%
COc1ccc(OC)c(CN2CCN(C(=O)c3ccc(S(=O)(=O)Nc4ccccc4F)cc3)CC2)c1	2%	i	-11%	12%[12.7 µM]	-3%	0	-23%	3%	-35%
CCOc1ccc(OCC)c2sc(C)nc12	-1%	-5%	3%	2%[12.7 µM]	-13%	-4	12%	44%	-7%
CCOC(=O)Cn1nc(C)c(NC(=O)c2ccc(Br)o2)c1C	2%	-1%	15%	37%[activator]	-1%	0	5%	24%	-1%
Cc1cccnc1NC(=O)C1CCCN1S(=O)(=O)c1ccc(Cl)cc1 (stereo not drawn)	6%	-8%	3%	u	0%	-4	-9%	37%	-4%
COC(=O)c1cc2occc2n1CC(=O)N(C)C1CCCCC1	-3%	3%	x	-46%[59 µM]	-2%	0	11%	18%	-12%
CCN(CC)S(=O)(=O)c1ccc(OC(C)C)nc1	9%	i	-3%	-1%[12.7 µM]	u	-10	10%	22%	5%
CCO[C@H]1OC(C(=O)NC2CC2)=C[C@@H](c2ccc(Br)cc2)[C@@H]1CCCO	0%	i	-3%	-47%[59 µM]	-11%	-3	-3%	31%	-5%
COC(=O)Nc1cc(C)nc2ccccc12	5%	-5%	-1%	u	-11%	-6	-13%	16%	-8%
COc1ccccc1OCCn1nnc2ccccc21	-4%	i	1%	11%	-15%	1	5%	46%[activator]	3%
CN(C)CCCNC(=O)N1c2ccccc2Sc2ccccc21	16%	1%	-7%	-10%	-10%	2	0%	21%	-13%
CCNS(=O)(=O)c1ccc(NC(=O)Nc2ccc3c(c2)OCO3)cc1	11%	-3%	3%	x	-6%	-6	-20%	12%	-31%
Cc1cc(C)nc(SCC(=O)Nc2ccc(N3CCOCC3)cc2)n1	10%	-14%	3%	11µM*	-6%	4	-5%	51%[activator]	-8%
CNc1snc(C)c1C(=O)OC(C)C(=O)Nc1cccc(C)c1 (stereo not drawn)	8%	6%	14%	x	2%	0	x	31%	-5%
COc1ccc(-c2cn[nH]c2-c2ccc(OCC(=O)NN)cc2O)cc1OC	u	i	-7%	18%	-8%	-2	-38%	26%	-5%
O=C(NC(=S)Nc1nc(-c2cccc3ccccc23)cs1)c1cc2ccccc2o1	7%	6%	-3%	12%[59 µM]	1%	1	-2%	16%	-4%
CCOC(=O)c1sc(NC(=O)c2c(CC)noc2C)nc1C	0%	-8%	-6%	-8%[12.7 µM]	10%	-2	5%	47%[activator]	-11%
COCCNC(=O)C(OC(=O)c1ccco1)c1ccccc1Cl (stereo not drawn)	-2%	-10%	-3%	-2%	0%	-1	-12%	30%	-12%
COc1ccc(/C=C/C(=O)c2oc3ccc(F)cc3c2C)cc1	16%	5%	2%	-43%	11%	2	-11%	19%	-21%
Cc1cc(C)cc(NC(=O)C2CCN(c3nc(C)cc(C)n3)CC2)c1	15%	5%	-14%	-34%	-5%	-1	6%	30%	-3%
Cc1ccc(-n2c3c(c(=O)[nH]c2=O)C(NC(=O)c2ccccc2F)(C(F)(F)F)C(=O)N3)cc1C (stereo not drawn)	-2%	-9%	6%	7%[59 µM]	-7%	-7	-14%	32%	-3%
Cc1nc(NN)c2c3c(sc2n1)COC(C)(C)C3	u	0%	-2%	-7%[2.33 µM]	0%	-2	-10%	8%	-23%
CN1CC(=O)Nc2cc(C(=O)O)ccc21	14%	-5%	-2%	u	-1%	-5	3%	18%	-14%
CCCCCC(=O)N/N=C/c1ccco1	-2%	-9%	10%	8%[59 µM]	-6%	4	11%	40%[activator]	-11%
O=C1CSC(c2ccccc2[N+](=O)[O-])N1c1cccc(F)c1 (stereo not drawn)	7%	-8%	4%	-5%	-2%	-1	-14%	-6%	-20%
COc1ccccc1C1=NOC(C)(c2sc(-c3ccc(Cl)cc3)nc2C)C1 (stereo not drawn)	6%	-7%	6%	-8%[12.7 µM]	3%	-1	5%	44%[activator]	7%
CCc1cc2c(NCCN3CCCCC3)ncnc2s1	19%	10%	12%	50µM*	-1%	0	4%	28%	u
Cc1cccc(NC(=O)NNC(=O)c2sccc2-n2cccc2)c1	18%	-4%	5%	-5%	2%	0	u	19%	-30%
CC(=O)Nc1cccc(C(=O)NCc2ccc3c(c2)CCN3C(=O)c2ccccc2)c1	3%	8%	5%	1%[59 µM]	-1%	3	1%	19%	-19%
CC(C)(C)NC(=O)Cn1c(-c2nonc2N)nc2ccccc21	6%	-5%	0%	15%	-7%	9	3%	26%	-2%
Cc1csc(NC(=O)CSc2[nH]c(=O)ncc2C)n1	-1%	5%	4%	6%	-5%	6	-11%	30%	-12%
O=c1c(Cl)c(NCc2ccco2)cnn1C12CC3CC(CC(C3)C1)C2	1%	i	3%	10%[59 µM]	-1%	2	u	17%	-21%

# Profiles from above:
# CNc1snc(C)c1C(=O)OC(C)C(=O)Nc1cccc(C)c1 (stereo not drawn) in the list: GLS inh: 8%; Tb PGK inh: 6%; ERG Ets-DNA blk: 14%; G9a block: x; Pin1 inhibitor: 2%; PI4K2A inh: 0; BAZ2B inh: x; HP1b binding inh: 31%; JMJD2A Tudor inh: -5%
# CCc1cc2c(NCCN3CCCCC3)ncnc2s1 in the list: GLS inh: 19%; Tb PGK inh: 10%; ERG Ets-DNA blk: 12%; G9a block: 50µM*; Pin1 inhibitor: -1%; PI4K2A inh: 0; BAZ2B inh: 4%; HP1b binding inh: 28%; JMJD2A Tudor inh: u

# More structures
Compound	GLS inh	Tb PGK inh	ERG Ets-DNA blk	G9a block	Pin1 inhibitor	PI4K2A inh	BAZ2B inh	HP1b binding inh	JMJD2A Tudor inh
CCOCCc1nnc(NC(=O)c2ccc(OC)c(OC)c2)s1	1%	9%	4%	5%[12.7 µM]	5%	-3	-5%	56%[activator]	-8%
COc1ccc(Cc2nc3ccccc3n2CC(=O)N/N=C/c2ccc(O)cc2)cc1OC	26%	-9%	4%	16%	-4%	-5	2%	24%	-16%
CC(C)C[C@H]1CN([C@@H](CC(C)C)CN2CCCC2CN2C(=S)NC[C@@H]2Cc2ccc(O)cc2)C(=S)N1CC1CCCCC1 (stereo partly drawn)	11%	i	8%	x	-4%	1	x	16%	u
CC(C)c1ccc(N2CC(C(=O)Nc3nccs3)CC2=O)cc1 (stereo not drawn)	1%	-6%	-6%	-30%[59 µM]	-2%	2	7%	14%	-5%
COc1cc(-c2nnn(CC(=O)N3CCOCC3)n2)cc(OC)c1OC	-17%	1%	0%	-5%	-18%	-2	11%	32%	-8%
Cc1ccc(CN(c2ccc(C(=O)N3CCCC3)cc2)S(C)(=O)=O)cc1	5%	6%	-2%	13%[59 µM]	1%	-1	x	31%	0%
COc1ccc(N(C(=O)c2snc(C(N)=O)c2N)C(C(=O)NC2CCCC2)c2ccc3ncccc3c2)cc1 (stereo not drawn)	-12%	-5%	-2%	-8%	u	4	0%	-2%	-7%
CC1CCCCC1NC(=O)CN1C(=O)NC(C)(c2cccc(Br)c2)C1=O (stereo not drawn)	2%	5%	8%	0%[2.33 µM]	-6%	-1	10%	31%	-13%
O=C1CC(c2ccc(F)cc2)Sc2ccccc2N1 (stereo not drawn)	8%	-6%	-4%	-16%[59 µM]	-8%	2	11%	-10%	-34%
COc1ccccc1OCC(=O)Nc1oc(-c2ccccc2)c(-c2ccccc2)c1C#N	12%	-1%	-2%	-45%[59 µM]	15%	-8	-10%	-10%	u
O=C(/C=C/c1ccccc1Br)c1ccc2c(c1)OCO2	-9%	-8%	-4%	5%	-2%	0	-2%	110%[activator]	19%
Cc1ccc(S(=O)(=O)Nc2cncnc2NS(=O)(=O)c2ccc(C)cc2)cc1	-6%	i	-5%	x	1%	-24	x	4%[57 µM]	-5%
COCCn1c(SCc2nc3sc(C(=O)OC)c(C)c3c(=O)[nH]2)nc2ccccc21	17%	11%	7%	u	u	-1	-13%	26%	-21%
O=C1C2C3C=CC(C3)C2C(=O)N1c1ccc(-c2nc3ccccc3c(=O)o2)cc1 (stereo not drawn)	-2%	-6%	-1%	22%[0.501 µM]	-2%	-2	13%	35%	7%

# High-throughput results as filed in PubChem BioAssay.
